From PubChem BioAssay
GALK inh = qHTS Assay for Inhibitors of Human Galactokinase (GALK); Purified GALK, Kinase-Glo residual ATP luminescence; hit rate 0.007% among 270,000; Potency, µM (titrated, usually from 57.5 µM), for the others: top-dose activity change, negative = inhibition, usual class: inhibitors; AID 1868, 2009; P51570; note: potency is the fitted concentration of half-maximal effect
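5 nM enzyme, 35 uM ATP, 100 uM galactose, 20 mM HEPES pH8.0, 5 mM MgCl2; 1 h RT; residual ATP by Kinase-Glo Plus luminescence, qHTS format.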
FBPA coupling cs = qHTS Assay for Inhibitors of Fructose-1,6-bisphosphate Aldolase from Giardia Lamblia: Coupling assay counterscreen. hit rate 0.67% among 290,000. coupling enzyme system counterscreen, AmpLite Red fluorescence. activity change, negative = inhibition, % at 58.2 µM, hits read low. AID 2472, 2010; in the data active = activity change below about -30%
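Counterscreen lacking aldolase: glyceraldehyde-3-phosphate coupling-enzyme reagent preincubated 10 min at RT with compound (at 57.5 uM final), then substrate/coupling system with AmpLite Red added; fluorescence read at 525/598 nm after 20 min RT.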
KCNH2 3.1 inh = qHTS for Inhibitors of KCHN2 3.1: Mutant qHTS | activity change, % (tested at about 1.8 µM) | Potassium voltage-gated channel subfamily H member 2, brain isoform KCNH2 3.1 (human) | hit rate 0.95% among 340,000 | AID 720553, 2013 | U2OS KCNH2 3.1, thallium flux FluxOr; hits give low values;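 active = maximum activity change below -70%; inconclusive = maximum activity change from -70% to -50%; inactive = maximum activity change above -50%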;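 note: thallium influx rate constant from kinetic fluorescence after stimulation buffer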
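Measured as rate of thallium-driven FluxOr signal in transduced U2OS cells carrying the 3.1 channel, read kinetically for 2 min upon stimulation; values are rate constants scaled to DMSO control wells.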
PKM2 act = qHTS Assay for Activators of Human Muscle isoform 2 Pyruvate Kinase | purified PKM2, Kinase-Glo ATP luminescence, activation; response scale: 0% is enzyme alone, no compound | Potency, µM (doses to about 57.5 µM), for the others: top-dose activation, most hits filed as activators | hit rate 0.34% among 260,000 | Pyruvate kinase PKM (Homo sapiens), P14618; note: potency is the fitted concentration of half-maximal effect; nearly all actives have a fitted effect of over 55% in size
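Kinase-Glo luminescence reports ATP generated from ADP (0.1 mM) and PEP (0.5 mM) by purified hPK-M2 after 1 h at room temperature, pH 7.2 imidazole buffer; intermediate enzyme activity allows detecting inhibitors and activators.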
B2AR arrestin = qHTS assay of beta-arrestin-biased ligands of beta2-adrenergic receptor | Beta-2 adrenergic receptor (Homo sapiens), P07550 | beta-arrestin recruitment to beta2AR, cell-based reporter | Potency, µM (doses to about 46.1 µM), for the others: at the top dose activation, usual class: activators | hit rate 0.02% among 330,000 | AID 492947, 2010;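 note: potency is the fitted concentration of half-maximal effect; 0% = DMSO controls and full agonism = EC100 isoproterenol or metaproterenol; nearly all actives have a fitted effect of over 65% in size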
USP2a inh = qHTS Assay for Inhibitors of Ubiquitin-specific Protease USP2a Using CHOP2 as the Reporter. hit rate 0.01% among 330,000. Potency, µM (series often up to 38.3 µM), inactives show at the top dose activity change, negative = inhibition, most hits filed as inhibitors. Ubiquitin carboxyl-terminal hydrolase 2 (Homo sapiens), O75604. USP2 core, Ub-CHOP2 coupled fluorogenic reporter, 485/531;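 note: potency is the fitted concentration of half-maximal effect; plate controls were DMSO wells for no effect and full inhibition by NEM control for full effect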
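Cell-free coupled assay: 10nM USP2 core preincubated 30min RT with compound in Tris-HCl pH 8.0/CaCl2/CHAPS buffer, then 25nM Ub-CHOP2 and 25nM reporter substrate; fluorescence (Ex 485/Em 531) read after 60min RT, normalized to NEM inhibition, concentration-response curves fitted.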
BCR signal inh = qHTS Assay to Find Inhibitors of Chronic Active B-Cell Receptor Signaling; ABC-DLBCL IkBa-CBG/CBR reporter, luminescence ratio, 4 h; Potency, µM (top dose mostly 46.1 µM), without a hit: top-dose ratio change, negative = lower green/red ratio, most hits filed as inhibitors; hit rate 0.05% among 340,000; active = well fitted inhibition curve with a large enough effect in the signal ratio, with a control signal flat, not every such curve was filed as active; inconclusive = small, poorly fitted or top-dose-only effect, or effect the other way, or a change in a side signal; the % refers to the signal ratio;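 note: potency is the fitted concentration of half-maximal effect; plate controls were basal doxycycline-induced cells for no effect and cells given 10 µM MG132 for full effect; MG132 reads +100%, hits lower the ratio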
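Compounds up to 46 uM were incubated four hours with TMD8 cells whose green CBG68 luciferase is fused to IkappaBalpha; red CBR luminescence normalised the signal, and concentration-effect curves were fitted to fusion, red and ratio data.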
uPA surface inh = qHTS for Inhibitors of Cell Surface uPA Generation | hit rate 0.31% among 330,000 | AID 540303, 2011 | cell surface uPA generation assay, qHTS | Potency, µM (highest dose often 38.3 µM), for the others: top-dose activity change, negative = inhibition, most hits filed as inhibitors; active = well fitted inhibition curve with a large enough effect; inconclusive = small, poorly fitted or top-dose-only effect; inactive = no such curve, though single readings can be large or run the other way; tested in mouse RAW 264.7 cells; note: potency is the fitted concentration of half-maximal effect; nearly all actives have a fitted effect of over 55% in size
Eya2 phos inh = qHTS Assay for Inhibitors of the Phosphatase Activity of Eya2; recombinant Eya2, OMFP fluorescence dephosphorylation (OMFP is methylfluorescein phosphate); AID 488837, 2010; hit rate 0.006% among 330,000; Potency, µM (doses to about 76.9 µM), without a hit: top-dose activity, negative = inhibition, actives largely listed as inhibitors; Protein phosphatase EYA2 (Homo sapiens), O00167; note: potency is the fitted concentration of half-maximal effect
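Eya2 protein (added as 0.2 uM solution) was preincubated with compound for 10 min at ambient temperature in 50 mM HEPES pH 7.5, 50 mM NaCl, 5 uM MgCl2, 0.05% BSA, 1 mM DTT. OMFP (added at 50 uM) then reacted 10 min; fluorescence read at 485/525 nm.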
Giardia kill = Small Molecules that selectively kill Giardia lamblia: qHTS. Giardia lamblia trophozoite viability. activity change, % at 7.66 µM, hits read low. hit rate 0.15% among 340,000; in the data active = activity change below about -80%; inconclusive = between about -30% and that limit;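 note: parasites exposed to compound for two days anaerobically before the ATP read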
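ATP-content bioluminescence gauges trophozoite survival. Cells (100/well) receive compound and incubate anaerobically for 48 hrs at 37 deg C; detection reagent follows for 15-30 min at room temperature.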
KCNH2 WT inh = qHTS for Inhibitors of KCHN2 3.1: Wildtype qHTS; AID 720551, 2013; hit rate 0.37% among 340,000; activity change, % at 1.84 µM; Voltage-gated inwardly rectifying potassium channel KCNH2 (Homo sapiens), Q12809; U2OS, BacMam KCNH2, thallium flux FluxOr; hits give low values;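 active = maximum activity change below -70%; inconclusive = maximum activity change between -70% and -50%; inactive = maximum activity change above -50%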
Target sequence (Q12809 whole entry, looked up): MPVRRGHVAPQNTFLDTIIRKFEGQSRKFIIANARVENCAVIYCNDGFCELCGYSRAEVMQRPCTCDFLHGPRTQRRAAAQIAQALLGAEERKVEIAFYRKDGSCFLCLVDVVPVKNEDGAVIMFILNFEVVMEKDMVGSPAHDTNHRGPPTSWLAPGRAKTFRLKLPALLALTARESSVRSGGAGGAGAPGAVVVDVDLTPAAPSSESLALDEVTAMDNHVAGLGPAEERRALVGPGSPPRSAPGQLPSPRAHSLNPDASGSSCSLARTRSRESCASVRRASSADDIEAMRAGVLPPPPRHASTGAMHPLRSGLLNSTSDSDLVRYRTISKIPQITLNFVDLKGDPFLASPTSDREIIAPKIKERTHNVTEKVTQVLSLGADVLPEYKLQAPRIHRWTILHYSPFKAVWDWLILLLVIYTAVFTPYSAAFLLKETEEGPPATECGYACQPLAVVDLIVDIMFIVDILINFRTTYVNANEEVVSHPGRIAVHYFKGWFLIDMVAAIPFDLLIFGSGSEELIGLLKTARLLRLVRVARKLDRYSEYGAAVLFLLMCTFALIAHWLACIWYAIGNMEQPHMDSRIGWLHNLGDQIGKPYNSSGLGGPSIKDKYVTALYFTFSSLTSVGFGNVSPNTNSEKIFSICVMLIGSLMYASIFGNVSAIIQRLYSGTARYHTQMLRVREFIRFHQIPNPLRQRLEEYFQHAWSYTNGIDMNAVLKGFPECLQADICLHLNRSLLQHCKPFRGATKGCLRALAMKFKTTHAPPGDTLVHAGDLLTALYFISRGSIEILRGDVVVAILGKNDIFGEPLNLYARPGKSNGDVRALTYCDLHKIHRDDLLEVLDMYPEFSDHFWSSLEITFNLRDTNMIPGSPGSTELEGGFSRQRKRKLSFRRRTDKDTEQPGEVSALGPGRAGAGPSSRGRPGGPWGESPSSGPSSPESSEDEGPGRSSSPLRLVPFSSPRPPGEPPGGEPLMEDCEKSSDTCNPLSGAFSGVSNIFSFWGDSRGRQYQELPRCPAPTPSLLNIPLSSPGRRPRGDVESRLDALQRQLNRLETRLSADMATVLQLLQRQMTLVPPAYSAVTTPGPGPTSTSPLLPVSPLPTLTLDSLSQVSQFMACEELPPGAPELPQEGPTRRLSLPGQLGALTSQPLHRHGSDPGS
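U2OS cells transduced with wild-type KCNH2 virus are loaded with FluxOr dye for 45 min, and thallium flux is measured in kinetic reads before and after stimulation buffer. Rate constants are normalized to DMSO controls.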
The depositor's hits bear a star; ? = inconclusive; nt = not tested or not shown; [ ] = dose if it differs, or a comment. Unless noted, calls come from the whole dose curve; as a rule, active = well fitted curve in the direction sought with a large enough effect; inconclusive = small, poorly fitted or top-dose-only effect, or another doubt; inactive = no such curve, though single readings can be large; an effect the other way counts as inactive or inconclusive. Unless noted, % is set by controls: 0 for no effect and ±100 for the full control effect. Rows are unselected; overall some 2.4% were active at least once.

SMILES	GALK inh	FBPA coupling cs	KCNH2 3.1 inh	PKM2 act	B2AR arrestin	USP2a inh	BCR signal inh	uPA surface inh	Eya2 phos inh	Giardia kill	KCNH2 WT inh
Cc1cc(=O)n2[nH]c(C)c(-c3ccccc3)c2n1	3%	0	3	-2%	0.1%	0%	0%	3%	10%	3	-8
Cn1cccc1C(=O)OCC(=O)NC(=O)NC1CCCCC1	0%	3	3	5%	0.4%	2%	-1%	22%	-13%	-2	-26
Cc1ccc(C)c(Nc2nc3ccc(C)cc3n3cnnc23)c1	0%	-3	-7	nt	-1.1%	1%	2%	-3%	-6%	-4	1
COc1cc(N/N=C/c2ccccc2O)ncn1	0%	-1	5	-4%	-0.2%	7%	4%	-6%	1%	6	-3
CCc1cccc(CC)c1-n1c(SCC(=O)N2CCc3ccccc32)nc(O)cc1=O	nt	nt	2	nt	-0.5%	0%	0%	4%	4%	6	-8
COc1cccc(NC(=O)CN(C)C(=O)CN2C(=O)c3ccc([N+](=O)[O-])cc3C2=O)c1	nt	nt	12	nt	0.1%	-14%	-1%	2%	-11%	-23	5
CC(=O)Nc1ccc(NC(=O)CC(C)n2ccnc2)cc1 (configuration not stated)	nt	-2	8	nt	0.0%	2%	3%	1%	1%	-7	3
CN1CCN(C(=O)CCN2C(=O)/C(=C/c3ccc(F)cc3)SC2=S)CC1	5%	0	17	nt	-0.3%	-2%	-2%	-9%	19%	5	6
CC(=O)c1ccc(OCC(O)CN(C)Cc2cccs2)cc1 (configuration not stated)	2%	-2	0	4%	-0.1%	1%	0%	1%	3%	-3	-5
CCCC(=O)Nc1ccc(C)c(O)c1	0%	-1	2	-2%	-1.0%	1%	3%	-7%	10%	18	0
Cc1ccc(NC(NC(=O)c2cccs2)C(Cl)(Cl)Cl)cc1C (configuration not stated)	nt	-2	-8	1%	0.0%	1%	?	-4%	2%	2	12
CC(=O)Nc1cccc(Nc2nc(-c3ccccc3F)nc3ccccc23)c1	6%	2	nt	2%	-0.9%	0%	?	-1%	8%	19	5
O=C(CSc1nnnn1-c1ccc(Cl)c(C(=O)O)c1)NC(c1ccccc1)c1ccccc1	0%	1	16	14%	-0.6%	-1%	12%	1%	1%	-4	-7
CC(C)c1ccc(NC(=O)CSc2n[nH]c(=O)n2C2CC2)cc1	-6%	nt	7	1%	-0.2%	-1%	5%	3%	-1%	-19	-8
CCOC(=O)c1c(NC(=O)CN2CCC(C)CC2)sc(C)c1C	9%	3	-9	nt	0.1%	-1%	0%	-7%	4%	-2	-5
Cc1ccc(S(=O)(=O)NCC(=O)OCC(=O)N2C(C)CCCC2C)cc1 (configuration not stated)	nt	nt	-21	nt	-0.4%	2%	0%	-3%	5%	-4	-2
COCCCNC(=O)Cn1cc(C(=O)C2CC2)c2ccccc21	-1%	3	-8	-6%	-0.8%	-1%	-2%	2%	2%	0	-8
Cc1ccc(/C=c2\sc3nc(-c4cccs4)nn3c2=O)o1	0%	2	9	9%	-0.1%	2%	3%	nt	-14%	-5	5
O=C(Nc1ccc(Cl)cc1)c1ccco1	7%	-3	0	0%[11.5 µM]	-0.4%	-1%	-9%	2%	5%	-12	1
O=c1cc(Cl)[nH]c(=O)n1CCNc1ncc(C(F)(F)F)cc1Cl	1%	2	-9	-9%	-0.2%	1%	17%	-5%	-10%	-16	3
CC(=O)c1cccc(NS(=O)(=O)c2ccc(NC(=O)N3CCCCC3)cc2)c1	-1%	5	-6	0%	3.0%	0%	-4%	?	-11%	8	-8
CC(C)(C)c1ccc(C(CC(=O)O)NC(=O)Cc2ccccc2)cc1 (configuration not stated)	1%	5	-5	nt	-0.3%	-2%	?	2%	-23%	-22	-2
COc1ccc(-c2noc(CCC(=O)NCC3CCN(Cc4cccc(C)c4)CC3)n2)cc1	-1%	1	0	1%	-0.1%	1%	-2%	-2%	11%	4	5
Cc1cc(C(=O)OCC(=O)c2ccccc2)c2ccccc2n1	5%	5	3	nt	0.6%	2%	-2%	1%	6%	18	-8
CCCCn1c(N)c(N(CC(C)C)C(=O)c2cc(-c3ccco3)nc3ccccc23)c(=O)[nH]c1=O	nt	nt	1	nt	-1.8%	-1%	6%	1%	10%	-2	-12
COc1ccc2cc(CN(CC3CCCO3)C(=O)Nc3ccccc3OC)c(=O)[nH]c2c1 (configuration not stated)	0%	-2	4	3%	-1.2%	-6%	?	-19%	-3%	-25	6
O=C(CCNC(=O)Cn1ccc2ccccc2c1=O)NCCCN1CCOCC1	5%	-1	6	-7%	-0.1%	3%	3%	20%	13%	2	20
O=C(CCc1nc(-c2ccccc2)no1)NC1CCCCCC1	nt	nt	7	nt	-1.0%	2%	1%	-6%	11%	-5	-5
Cc1ccc(S(=O)(=O)N(C)C)cc1NC(=S)N1CCN(Cc2ccc3c(c2)OCO3)CC1	-2%	-2	8	-5%	0.0%	1%	-2%	-23%	-5%	-22	6
CC(C)c1ccc(NC(=O)[C@@H](NC(=O)N2CC(=O)Nc3ccccc32)C(C)C)cc1	-4%	nt	-7	nt	0.0%	2%	6%	?	0%	-7	-14

Pulled by structure from above:
SMILES	GALK inh	FBPA coupling cs	KCNH2 3.1 inh	PKM2 act	B2AR arrestin	USP2a inh	BCR signal inh	uPA surface inh	Eya2 phos inh	Giardia kill	KCNH2 WT inh
Cc1ccc(C)c(Nc2nc3ccc(C)cc3n3cnnc23)c1	0%	-3	-7	nt	-1.1%	1%	2%	-3%	-6%	-4	1
Cc1ccc(S(=O)(=O)N(C)C)cc1NC(=S)N1CCN(Cc2ccc3c(c2)OCO3)CC1	-2%	-2	8	-5%	0.0%	1%	-2%	-23%	-5%	-22	6
COc1ccc(-c2noc(CCC(=O)NCC3CCN(Cc4cccc(C)c4)CC3)n2)cc1	-1%	1	0	1%	-0.1%	1%	-2%	-2%	11%	4	5
CCc1cccc(CC)c1-n1c(SCC(=O)N2CCc3ccccc32)nc(O)cc1=O	nt	nt	2	nt	-0.5%	0%	0%	4%	4%	6	-8
O=c1cc(Cl)[nH]c(=O)n1CCNc1ncc(C(F)(F)F)cc1Cl	1%	2	-9	-9%	-0.2%	1%	17%	-5%	-10%	-16	3
CC(=O)Nc1ccc(NC(=O)CC(C)n2ccnc2)cc1 (configuration not stated)	nt	-2	8	nt	0.0%	2%	3%	1%	1%	-7	3

Next structures
SMILES	GALK inh	FBPA coupling cs	KCNH2 3.1 inh	PKM2 act	B2AR arrestin	USP2a inh	BCR signal inh	uPA surface inh	Eya2 phos inh	Giardia kill	KCNH2 WT inh
O=C(CCN1C(=O)C2C3C=CC(C3)C2C1=O)NCCN1CCCc2ccccc21 (configuration not stated)	-1%	-2	4	0%	-1.1%	0%	9%	0%	1%	13	-1
O=C(COC(=O)C1C2CC3OC(=O)C1C3C2)Nc1cccc(Cl)c1 (configuration not stated)	16%	-2	-5	-1%	0.6%	1%	4%	0%	7%	-7	-8
C/C(=N\NC(=O)c1ccc(Cl)cc1)c1ccc(N2CCOCC2)cc1	2%	1	2	1%	-0.6%	3%	0%	1%	-4%	-5	-5
COc1cccc(NC(=S)N2CCN(C/C=C/c3ccccc3)CC2)c1	-1%	-1	-23	-1%	-0.2%	-1%	1%	nt	-4%	-4	17
Cc1ccc2c(c1)c(/C=C/c1cc[n+](C)cc1)c(C)n2C	-3%	-2	3	nt	0.2%	?	7%	-1%	?	10	7
CC12CC(c3ccccc3O1)C(C(=O)NCc1ccccc1)C(=O)N2 (configuration not stated)	1%	1	2	-1%	0.5%	-4%	1%	-7%	4%	-5	-16
Cc1ccccc1OCc1nnc(SCc2cc(=O)[nH]c3ccccc23)o1	2%	4	-6	2%	0.3%	-3%	-26%	nt	-4%	-2	-19
CCOC(=O)N1CCN(C(=S)Nc2cc(OC)c(OC)cc2C(=O)OC)CC1	nt	0	1	-1%	-0.2%	0%	0%	3%	-1%	-3	-2
Nc1ncnc(Nc2ccccc2C(F)(F)F)n1	6%	-2	4	-4%	-0.3%	1%	2%	-2%	10%	4	-5
